MDM2 E3 inh: blocks human Mdm2 ubiquitin ligase activity; Q00987; cell-based MDM2 ubiquitination luciferase reporter, 2 h; 0 = plate control, 100 = twice control, blank-subtracted; signal enhancement, % at 5 µM; AID 1230; actives 0.11% (n = 210,000);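 active means signal enhancement of 30% or more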;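 further: luminescence tracks abundance of the self-degrading MDM2-luciferase fusion protein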
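Assay system: stable mammalian line carrying autodegrading MDM2–luciferase fusion reporter; amount: 2000 cells seeded into each well; buffer or medium: DMEM; benchmarks: plate control and blank wells; signal: luciferase luminescence; timing: 2 h compound exposure at 37 °C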
Wee1 degr inh: blocks degradation of human Wee1 kinase | reporter increase, % at 5 µM | actives 1.2% (n = 220,000) | HeLa Luc-Wee1K328M stability, luciferase luminescence; 100% = proteasome inhibitor MG132 effect | P30291;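 active means activation above the mean of all tested compounds plus 3 SD, set per screening run, cut at about 8.8% in these data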;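 further: cells exposed to compound for 20 h before luminescence read; 0% = DMSO alone and 100% = MG132 at 30 µM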
eIF4E-4G inh: inhibitors of eIF4E and eIF4G interaction in translation initiation. P63073+Q04637. TR-FRET eIF4E-eIF4GI(517-606) binding, 2 h. actives 0.37% (n = 220,000). inhibition, % at 21.7 µM;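 active means inhibition above about 30%, limit read from the data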;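 further: 0% = full FRET control wells and 100% = background wells lacking eIF4GI fragment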
PERK inh: inhibitors of human PERK kinase; Q9NZJ5; CHO PERK-DD fusion, SEAP luminescence translation reporter; inhibition, % at 5.6 µM; actives 0.17% (n = 220,000);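 active means inhibition above the mean inhibition of all tested compounds plus 3 SD, set separately per screening campaign, cut at about 2.9% in these data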;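 further: PERK kinase domain activated by AP20187 dimerizer at 100 nM; 0% = DMSO with dimerizer and 100% = rapamycin at 8.4 µM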
Target sequence (Q9NZJ5 whole entry, looked up, the tested form may be a part): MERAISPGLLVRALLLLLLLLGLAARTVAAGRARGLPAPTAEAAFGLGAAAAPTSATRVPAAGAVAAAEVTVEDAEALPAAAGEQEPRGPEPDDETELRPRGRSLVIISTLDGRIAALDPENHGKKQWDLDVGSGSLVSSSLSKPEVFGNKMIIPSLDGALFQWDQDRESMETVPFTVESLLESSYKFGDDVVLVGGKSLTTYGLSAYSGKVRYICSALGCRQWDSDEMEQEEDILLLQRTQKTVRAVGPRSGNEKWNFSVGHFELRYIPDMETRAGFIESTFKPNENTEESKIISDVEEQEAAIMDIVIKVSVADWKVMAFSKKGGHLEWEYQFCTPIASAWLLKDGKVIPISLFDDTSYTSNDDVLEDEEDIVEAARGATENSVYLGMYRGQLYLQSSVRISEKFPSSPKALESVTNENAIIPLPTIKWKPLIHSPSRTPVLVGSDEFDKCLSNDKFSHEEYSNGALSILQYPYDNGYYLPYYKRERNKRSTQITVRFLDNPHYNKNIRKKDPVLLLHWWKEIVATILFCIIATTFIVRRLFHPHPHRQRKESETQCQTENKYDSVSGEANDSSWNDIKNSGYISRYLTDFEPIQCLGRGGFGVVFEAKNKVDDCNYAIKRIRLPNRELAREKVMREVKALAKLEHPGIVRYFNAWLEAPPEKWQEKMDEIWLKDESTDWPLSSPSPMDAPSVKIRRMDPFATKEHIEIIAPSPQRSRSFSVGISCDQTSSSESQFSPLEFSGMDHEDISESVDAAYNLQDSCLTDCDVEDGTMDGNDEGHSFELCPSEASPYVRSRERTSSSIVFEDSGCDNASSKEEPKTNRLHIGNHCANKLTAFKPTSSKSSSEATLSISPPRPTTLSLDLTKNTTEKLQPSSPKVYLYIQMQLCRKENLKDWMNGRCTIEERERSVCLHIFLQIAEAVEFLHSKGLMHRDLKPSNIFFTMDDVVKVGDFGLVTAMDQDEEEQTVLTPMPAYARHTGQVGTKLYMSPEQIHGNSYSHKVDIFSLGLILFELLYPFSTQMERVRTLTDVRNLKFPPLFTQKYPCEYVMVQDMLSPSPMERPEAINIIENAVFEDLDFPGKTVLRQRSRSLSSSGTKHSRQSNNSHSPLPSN
S1P4 ag: agonists of human S1P4 receptor; S1P4-expressing cell line, agonist reporter assay; activation, % at 4.98 µM; actives 0.35% (n = 220,000); AID 1509; in the data active means activation above about 11%;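 further: 0% = DMSO vehicle and 100% = reference agonist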
Ba/F3 V617F tox: loss of viability in JAK2V617F-driven Ba/F3 cells; Ba/F3 EpoR-JAK2V617F viability, ATP luminescence; inhibition, % at 5.6 µM; actives 1.1% (n = 220,000); AID 1446;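 active means inhibition above the campaign mean plus 3 SD over all tested compounds, cut at about 24% in these data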;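 further: cytokine-independent growth of Ba/F3 cells driven by EpoR plus mutant JAK2; 0% = DMSO-treated cells and 100% = JAK inhibitor I control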
S1P4 antag: antagonists of human S1P4 receptor; inhibition, % at 4.98 µM; AID 1510; actives 0.26% (n = 220,000); O95977; S1P4-expressing cells, antagonist mode, reporter read-out; in the data active means inhibition above about 29%;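 further: 0% = wells stimulated with agonist and 100% = vehicle wells without agonist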
NPY2 pot ag: potentiates or activates human NPY-Y2 receptor; actives 0.45% (n = 220,000); AID 1359; activation, % at 3.6 µM; P49146; cells expressing NPY-Y2, potentiator/agonist read-out; in the data active means activation above about 27%;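 further: cells stimulated with NPY near EC25 plus isoproterenol at EC100; 0% = vehicle plus submaximal agonist and 100% = vehicle plus saturating agonist; some results beyond the cut were filed as inactive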
BaF3 parental: parental Ba/F3 viability inhibition as JAK2V617F counter-screen; CellTiter-Glo ATP luminescence; inhibition, % at 5.6 µM; actives 1.1% (n = 220,000);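 active means inhibition above a per-campaign cutoff, the mean inhibition of all tested compounds plus 3 SD, cut at about 27% in these data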;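 further: 0% = DMSO wells and 100% = JAK Inhibitor I control wells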
Starred values were filed as active, the others as inactive; · = no result given; [ ] = another dose, or the depositor's remark.

SMILES	MDM2 E3 inh	Wee1 degr inh	eIF4E-4G inh	PERK inh	S1P4 ag	Ba/F3 V617F tox	S1P4 antag	NPY2 pot ag	BaF3 parental
CN(c1ccc(C(=O)Nc2ccccc2C(=O)N2CCOCC2)cc1)S(C)(=O)=O	-11	-1	4	0.2	1.6	-3	-6	7	-2
CCOC(=O)c1cnc2ccc(C(=O)OC)cc2c1NCc1ccco1	-14	-1	-4	-0.1	-2.3	1	-6	-7	4
O=S(=O)(c1ccc(F)cc1)c1nc(-c2ccco2)oc1Nc1ccc(F)cc1	-13	-2	2[fluorescence artefact?]	-0.8	0.7	-1	4	3	0
COc1c(Cl)cccc1-c1cn2ccccc2n1	-33	5	2	-1.0	1.6	8	12	-17	7
Cc1csc(NC(=O)c2cc[n+]([O-])cc2)n1	-12	2	-1	-0.3	-1.6	2	-11	-8	11
C=CCn1c(-c2cccc(S(=O)(=O)N(CC)CC)c2)n[nH]c1=S	-13	-1	-7	2.1	1.2	0	1	-3	5
CCN(C(=O)CSc1nnc2nc(C)cc(C)n12)c1ccccc1	-9	-1	4	1.0	-1.0	1	-2	7	0
NC(CC(=O)OC1CCCCC1)C(=O)OC1CCCCC1 (stereo not drawn)	1	4	5	-0.4	0.8	-7	0	8	0
Cc1cc(NCc2ccccc2)n2ncnc2n1	-4	0	2	0.2	1.1	1	1	0	4
COc1ccc(C[C@H]2CN3C(=NC[C@@H]3C(C)C)N2C[C@H](C)NC(=O)c2ccc(C)c(Br)c2)cc1	·	-2	2	1.0	2.9	-1	-1	5	1
CCOC(=O)c1cc2c(=O)n3ccccc3nc2n(CCCOC)c1=NC(=O)c1cccnc1	-1	-2	0	-0.7	3.9	8	-1	6	7
CCOC(=O)c1sc2nc3c(cc2c1N)COC(C(C)C)C3 (stereo not drawn)	-32	0	-10	-0.1	-0.4	1	-9	-3	1
CCOC(=O)C1=C(C)NC(=O)NC1c1ccc(NC(C)=O)cc1 (stereo not drawn)	-11	1	-9	1.9	4.9	-1	4	-3	2
CCCN1Cc2cccc(C(=O)N3CCN(c4ccccc4)CC3)c2C1=O	-5	3	8	-0.4	1.1	2	-3	38*	5
CC(=O)Nc1cccc(NC(=O)CSc2ncc(-c3ccccc3)[nH]2)c1	0	2	4	0.1	1.7	1	-12	11	9
O=C(N/N=C/c1ccsc1)c1ccccn1	-95	0	-3	0.1	-3.4	8	-6	-1	10
CCOc1ccc2nc(SCc3ccccc3C#N)sc2c1	-24	0	-2	0.3	-2.0	3	-6	-24	7
O=c1c2ccccc2nc2n1CCCS2	-3	1	0	1.0	1.1	-2	-1	21	1
CCOC(=O)c1c(NC(=O)CSc2n[nH]c(-c3ccco3)n2)sc(C)c1C	2	-2	0[fluorescence artefact?]	-0.4	0.0	2	-4	-17	7
Cc1ccc(/C=C2/SC(=O)N(CC(=O)N3CCOCC3)C2=O)s1	-8	1	0	0.9	-1.6	0	-13	3	2
COc1cccc(S(=O)(=O)NCc2ccc(C(=O)Nc3ccc(Cl)cc3)cc2)c1	-11	2	-5	0.2	0.1	0	-3	9	6
CCCN1CCN(CCCNC(=O)CCNC(=O)Cn2ccc3ccccc3c2=O)CC1	-23	-3	5	2.5	-1.7	-6	3	-4	-1
N#CNC1=NCN(CCc2ccccc2)CN1	-10	-1	-10[fluorescence artefact?]	1.0	-3.4	-4	1	-14	0
CCC(C)(NC(=O)c1ccc2c(c1)OCO2)C(=O)NC1CCCCC1 (stereo not drawn)	-2	-2	0	-0.3	0.2	1	-7	-13	2
COc1ccc(C2SCCN2C(=S)Nc2cccc(Cl)c2)cc1 (stereo not drawn)	-7	-1	-7	-0.1	-0.9	1	-12	-4	7
Cc1cc(N2CCOCC2)cc(C)[n+]1[O-]	-11	-1	0	1.2	-1.1	0	-7	-10	9
O=c1n(Cc2ccccc2)nc2n1-c1ccccc1SC2	-8	5	2	0.9	-0.5	-1	-8	-23	-5
Cc1nnc(OCc2nc3ccccc3n2C)c2ccccc12	6	-1	1	-1.4	2.7	3	-23	3	2
CCNC(=O)CC1C(=O)N(c2ccc(OC)cc2)C(=O)N1Cc1ccc(OC)cc1 (stereo not drawn)	-6	-1	-2[fluorescence artefact?]	0.9	-0.1	4	-5	-3	5
CCC(C)(C)n1nnnc1C(c1ccc(N(C)C)cc1)N1CCN(C2CCCCC2)CC1 (stereo not drawn)	-24	1	0	-0.2	-1.6	-2	10	-3	8
CCn1c(CCNC(=O)c2ccc(C)cc2)nnc1SCc1ccc(Cl)c(Cl)c1	-13	-2	2[fluorescence artefact?]	0.7	-1.0	-5	-2	-1	3
CC(C)N(Cc1cn(C)nc1-c1cccc(Cl)c1)Cc1nccn1C	-16	-1	2	1.8	1.0	-1	-1	8	2
COc1cccc(NC(=O)c2cc(CN3C(=O)c4ccccc4C3=O)ccc2OC)c1	-7	0	-7	-1.1	-1.0	2	-12	0	8
COC(=O)c1ccn(C(=O)c2ccc(Cl)cc2)n1	10	3	-4	0.3	1.7	-5	2	10	-2
COc1ccc(S(=O)(=O)N2CCC(C(=O)N3CCc4ccccc4C3)CC2)cc1	-12	0	3	-1.3	-0.7	5	8	-18	2
COc1ccc(N2CCN(c3cc(=O)n(Cc4ccc(F)cc4)c(=O)[nH]3)CC2)cc1	-14	1	-3[fluorescence artefact?]	-1.6	-0.8	-1	-12	3	2

Single records (already shown). Order of screens: MDM2 E3 inh	Wee1 degr inh	eIF4E-4G inh	PERK inh	S1P4 ag	Ba/F3 V617F tox	S1P4 antag	NPY2 pot ag	BaF3 parental
`COc1ccc(N2CCN(c3cc(=O)n(Cc4ccc(F)cc4)c(=O)[nH]3)CC2)cc1` across the screens: -14	1	-3[fluorescence artefact?]	-1.6	-0.8	-1	-12	3	2
`COc1cccc(NC(=O)c2cc(CN3C(=O)c4ccccc4C3=O)ccc2OC)c1` across the screens: -7	0	-7	-1.1	-1.0	2	-12	0	8
`Cc1cc(N2CCOCC2)cc(C)[n+]1[O-]` across the screens: -11	-1	0	1.2	-1.1	0	-7	-10	9
`CCNC(=O)CC1C(=O)N(c2ccc(OC)cc2)C(=O)N1Cc1ccc(OC)cc1` (stereo not drawn) across the screens: -6	-1	-2[fluorescence artefact?]	0.9	-0.1	4	-5	-3	5

Additional structures follow:
SMILES	MDM2 E3 inh	Wee1 degr inh	eIF4E-4G inh	PERK inh	S1P4 ag	Ba/F3 V617F tox	S1P4 antag	NPY2 pot ag	BaF3 parental
COC(=O)c1[nH]c2ccccc2c1NC(=O)C(C)N1CCOCC1 (stereo not drawn)	0	0	9	-0.3	0.1	-3	-2	-6	2
CN(C)c1ccc(/C=N/NC(N)=S)cc1[N+](=O)[O-]	-8	-3	-5	0.6	1.0	6	3	-8	7
CCCn1c(SCC(=O)NC2CCCCC2)nnc1-c1ccncc1	-6	1	-17	-0.6	0.7	2	-8	-1	1
Cc1ccc(NCc2nnc(SCC(=O)Nc3cccc(O)c3)n2CC2CCCO2)c(C)c1 (stereo not drawn)	4	2	1	0.3	-0.2	0	-17	12	3
CN(CCCCCNC(=O)/C=N/O)Cc1ccccc1	-11	-4	-4	0.7	1.2	0	-5	-3	4
COc1ccc(OC)c(-c2nnc(SCC(=O)N3CCOCC3)o2)c1	-15	-3	3	-0.1	-0.7	-2	-21	9	3
CC(=O)c1ccc(NC(=O)c2cc3nc4c(c(C(F)(F)F)n3n2)CCCC4)cc1	-5	-1	-12	0.2	-0.2	-1	-3	-8	1
CCOC(=O)c1cc2c(=O)n3ccccc3nc2n(C(C)C)c1=NC(=O)c1ccncc1	-15	-2	4	-0.5	5.9	3	-4	10	4
Cc1cccc(NC2=NC3(CCCCC3)N=C(N)N2)c1	·	1	·	-0.6	2.0	0	1	3	6
Cc1ccc(SCCC(=O)N2CCCC2)cc1	-17	-1	5	0.9	0.1	-2	12	-3	6
CC(C(=O)Nc1ccc(OCc2ccccc2)cc1)N1CCCC1 (stereo not drawn)	0	-4	2	1.0	2.2	4	-6	-2	8
Cc1ccc(S(=O)(=O)NN2C(=O)/C(=C/c3cccs3)SC2=S)cc1	-5	-1	-4	0.2	0.7	-6	-8	-33	1
COc1ccc(C(=O)Nc2cc3c(cc2OC)CCCC3)cc1Br	-5	1	2	1.2	0.3	-2	-19	-21	1
O=C(Nc1cccc(Cl)c1)c1ccc2c(=O)n3c(nc2c1)CCCCC3	-31	2	0	-1.2	-1.8	-4	-7	2	2
CCOC(=O)c1[nH]c2ccccc2c1NC(=O)CCN1CC(C)OC(C)C1 (stereo not drawn)	-15	2	2	-0.4	-1.4	1	-13	-2	3
COCc1[nH][nH]c(=O)c1/C=N/N1CCOCC1	-11	-1	9	-0.3	-1.0	-6	-11	19	0
CCC(C)C(=O)Nc1cccc(SC)c1 (stereo not drawn)	-2	1	4	-0.1	0.1	-1	-6	4	0
O=C(C1=C[C@@H](c2ccccc2)C[C@@H](OCCCCO)O1)N1CCOCC1	·	3	4	2.2	0.5	-4	10	6	0
CCOC(=O)N1CCC(N2Cc3cccc(C(=O)NCc4ccccc4OC)c3C2=O)CC1	-9	2	16[fluorescence artefact?]	-0.6	0.7	6	-32	-4	5
Cc1cnc(C(=O)OCC(=O)N2c3ccccc3NC(=O)C2(C)C)cn1	-1	0	3[fluorescence artefact?]	1.3	-1.3	-3	-6	12	1
CNC(=O)NC(=O)CSc1ccc(NC(C)=O)cc1	15	-2	-2	0.8	0.5	0	-5	4	-2
Cc1cc2nc(CS)[nH]c2cc1C	·	1	-5	0.5	1.3	0	-5	-20	-8
CCCCOC(=O)Nc1nnc(Cc2ccc(Cl)cc2)s1	-11	4	1	0.7	2.0	3	-22	12	4
CCOC(=O)c1c(NCCN(C)C)c2ccccc2[nH]c1=O	-11	-2	0	0.5	1.3	-4	3	5	2
COc1ccc2nc(SCC(=O)Nc3ccc4c(c3)OCCO4)[nH]c2c1	-11	-1	4	-0.8	1.2	-1	-10	-6	2
CNC(=O)c1ccc(OCc2ccccc2)c(OC)c1	-25	-2	5	1.3	-3.5	-2	-24	-4	2
CCOc1ccc(NC(=S)Nc2ccc(OCC)cc2)cc1	4	3	-4	0.9	0.9	-3	-11	-10	6
S=c1[nH]nc(Cn2c(-c3ccccn3)nc3ccccc32)n1-c1ccc2c(c1)OCCO2	-80	-1	1	-0.8	1.4	0	-18	-7	-2
NC(=O)C[C@H]1NC(=O)[C@H](CCC(=O)O)NC(=O)c2cc([N+](=O)[O-])cc(I)c2NCCC[C@@H](C(N)=O)NC1=O	·	-2	0	0.7	0.4	3	-4	-11	9
CCOC(=O)c1ccc(NC(=O)C(CC)(CC)C(=O)OCC)cc1	-7	16*	2[fluorescence artefact?]	1.2	-0.1	-3	0	0	2
COc1ccc(/C=C2\SC(=S)N(CCC(=O)NC3=NCCS3)C2=O)cc1OC	-15	-2	-5	0.5	1.6	0	-18	2	4
CCOC(=O)N/N=C/c1ccc(N2CCOCC2)s1	-13	-4	-1	0.3	0.6	2	-17	-4	4
CN(C)C(=O)COc1ccc(Br)cc1	0	0	3	1.6	0.8	-2	-14	13	3
COc1ccc(C(=O)N2CCN(c3ccc(C)c(C)c3)CC2)cc1OC	-8	2	-2	0.2	-6.9	-1	-10	-8	10
Cc1nc([N+](=O)[O-])cn1CC(O)c1ccc(F)cc1 (stereo not drawn)	-8	1	3	0.9	-0.1	-3	-8	0	-5
COc1ccc2nc(Nc3ccccc3OC)sc2c1	-26	-1	-1	0.3	1.2	2	3	2	8
CN(CC(=O)NCc1ccncc1)S(=O)(=O)c1ccc(F)cc1	-2	0	-6	0.7	-1.1	2	-1	-3	7
Cc1ccc(CNC(=O)c2ccc(N3CCc4ccccc43)c([N+](=O)[O-])c2)cc1	-11	1	55*	0.2	-2.4	4	-11	15	7

Screening data (PubChem BioAssay)
